TRHR PAM: qHTS for Small Molecule Agonists and Allosteric Enhancers of Human TRH Receptor: Primary Screen for Enhancers; TRHR cells, fluo-8 calcium fluorescence, EC20 TRH enhancement; hit rate 0.66% among 360,000; enhancement, % at 2 µM; in the data active = enhancement above about 30%; also: 0% is about no effect
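TRHR-expressing cells loaded with fluo-8 calcium dye were read kinetically (ex 480/em 530) during compound addition, then stimulated with an EC20 of TRH (10 nM final). Enhancement of the Gq-mediated intracellular calcium response was scored.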
RXFP1 antagonist: qHTS Assay for Antagonists of the Relaxin Receptor RXFP1. AID 1259400, 2018. Relaxin receptor 1 (Homo sapiens), Q9HBX9. HEK293-RXFP1, relaxin-stimulated cAMP HTRF, 30 min; active compounds read low. hit rate 0.59% among 350,000. activity change, negative = inhibition, % at 57.5 µM;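 active = activity change of -60% or lower, but not beyond a set lower limit; inconclusive = change between -60% and -40%, or beyond the set limit; inactive = change above -40%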; also: % is scaled to controls: 0 for no effect and ±100 for the full control effect
D2 antagonist: HTS Assay for Allosteric Antagonists of the Human D2 Dopamine Receptor: Primary Screen for Antagonists | AID 485344, 2010 | hit rate 2% among 340,000 | HEK293 TREx D2 cells, calcium flux, dopamine EC80 | D(2) dopamine receptor (Homo sapiens), P14416 | inhibition, % at 10 µM; in the data active = inhibition above about 30%; also: 0% is about no effect
Target sequence (P14416 whole entry, looked up): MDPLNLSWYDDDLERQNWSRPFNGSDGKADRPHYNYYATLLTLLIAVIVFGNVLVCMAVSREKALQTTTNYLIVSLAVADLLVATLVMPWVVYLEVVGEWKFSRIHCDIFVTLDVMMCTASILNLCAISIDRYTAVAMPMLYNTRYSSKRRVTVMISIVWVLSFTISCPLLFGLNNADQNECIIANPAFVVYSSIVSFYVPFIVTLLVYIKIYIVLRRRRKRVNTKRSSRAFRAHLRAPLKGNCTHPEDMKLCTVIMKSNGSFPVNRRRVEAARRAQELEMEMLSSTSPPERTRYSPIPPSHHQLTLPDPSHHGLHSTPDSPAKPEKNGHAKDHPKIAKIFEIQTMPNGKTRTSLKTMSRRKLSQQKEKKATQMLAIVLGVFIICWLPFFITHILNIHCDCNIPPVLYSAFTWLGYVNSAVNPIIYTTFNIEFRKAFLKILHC
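Inhibition of EC80 dopamine-driven calcium flux, recorded kinetically, defines activity here; cells are a tetracycline-induced HEK293 T-REx line expressing force-coupled D2.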
D1 potentiator: Potentiators of Human D1 Dopamine Receptor: qHTS. HEK293 TREx D1 cells, calcium flux, dopamine EC20 potentiation. D(1A) dopamine receptor (Homo sapiens), P21728. potentiation, % at 10 µM. AID 504651, 2011. hit rate 0.036% among 360,000; in the data active = potentiation above about 30%; also: 0% is about no effect
Target sequence (P21728 whole entry, looked up): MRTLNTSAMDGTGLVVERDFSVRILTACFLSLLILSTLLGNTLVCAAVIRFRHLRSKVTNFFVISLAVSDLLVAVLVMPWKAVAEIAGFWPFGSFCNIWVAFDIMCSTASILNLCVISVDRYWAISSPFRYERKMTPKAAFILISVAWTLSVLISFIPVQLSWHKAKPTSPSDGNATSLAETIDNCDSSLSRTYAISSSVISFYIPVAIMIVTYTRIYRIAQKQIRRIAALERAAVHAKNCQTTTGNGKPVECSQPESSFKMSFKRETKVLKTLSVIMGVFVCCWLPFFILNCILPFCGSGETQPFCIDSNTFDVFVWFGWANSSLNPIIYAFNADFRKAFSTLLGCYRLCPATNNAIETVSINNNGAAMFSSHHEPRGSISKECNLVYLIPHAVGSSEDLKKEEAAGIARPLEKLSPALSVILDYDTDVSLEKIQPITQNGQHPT
TRHR agonist: qHTS for Small Molecule Agonists and Allosteric Enhancers of Human TRH Receptor: Primary Screen for Agonists; Thyrotropin-releasing hormone receptor (Homo sapiens), P34981; TRHR cells, calcium flux fluo-8, FDSS agonist mode; activation, % at 2 µM; hit rate 0.18% among 360,000; also: 0% is about no effect
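Steps: seed TRHR cells overnight; add fluo-8 no-wash Ca dye, RT 30 min–1.5 h; record 10 s baseline; pin-transfer compounds; monitor fluorescence 1 cycle/s for the agonist window. Calcium increases flag candidate agonists.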
D1 antag: Antagonist of Human D 1 Dopamine Receptor: qHTS; D(1A) dopamine receptor (Homo sapiens), P21728; HEK293 TREx D1 cells, calcium flux, dopamine EC80; active compounds read low; activity change, negative = inhibition, % at 10 µM; hit rate 3.2% among 360,000; AID 504652, 2011; in the data active = activity change below about -30%; also: % is scaled to controls: 0 for no effect and ±100 for the full control effect
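Antagonism measured as reduced calcium response to an EC80 dopamine addition following 180 s compound pre-read; cells were inducible HEK293 Trex D1 plated overnight at 30 C, read kinetically at 1 cycle/sec.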
D2 PAM: HTS Assay for Positive Allosteric Modulators of the Human D2 Dopamine Receptor: Primary Screen for Potentiators; D(2) dopamine receptor (Homo sapiens), P14416; HEK293 T-REx D2, calcium flux, EC20 dopamine potentiation; potentiation, % at 10 µM; hit rate 0.34% among 340,000; AID 485347, 2010;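 active = potentiation over 3 SD above the plate norm, cut at about 30% in these data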; also: 0% is about no effect
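Using a no-wash calcium dye in inducible, force-coupled HEK293 Trex cells expressing D2, we tracked fluorescence each second for 180 s after compound, then for 180 s after EC20 dopamine to detect augmented signalling.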
D2 ag: HTS Assay for Allosteric Agonists of the Human D2 Dopamine Receptor: Primary Screen for Agonists. D(2) dopamine receptor (Homo sapiens), P14416. HEK293 T-REx D2 cells, calcium flux agonist mode. activation, % at 2 µM. hit rate 0.53% among 340,000;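 active = activation over 3 SD above normal in the single-dose calcium agonist read, cut at about 30% in these data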; also: 0% is about no effect
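Agonism is scored from calcium flux in a force-coupled, inducible HEK293 cell line expressing D2, read kinetically for 180 s after compound addition against dopamine controls.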
D1 agonist: Allosteric Agonists of the Human D1 Dopamine Receptor: qHTS. D(1A) dopamine receptor (Homo sapiens), P21728. HEK293 T-REx D1 cells, calcium flux, agonist mode. activation, % at 2 µM. hit rate 1% among 360,000. AID 504660, 2011; also: 0% is about no effect
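Tetracycline-induced HEK293 TREx D1 cells, force-coupled to calcium signalling, were dye-loaded with a no-wash calcium kit. Compound was pin-added after a 10 s baseline. Fluorescence was read kinetically at 1 cycle/s for 180 s, with calcium rises flagged as agonism.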
The depositor's hits bear a star; ? = inconclusive; · = not tested or not shown; & = joins results of further samples. Rule as the data show it, unless noted: active = activation above about 30%; inactive = the rest.

SMILES	TRHR PAM	RXFP1 antagonist	D2 antagonist	D1 potentiator	TRHR agonist	D1 antag	D2 PAM	D2 ag	D1 agonist
CCCCn1c(=O)c2oc3ccccc3c2n(CC(=O)Nc2cccc(Cl)c2)c1=O	1	-9	·	-3	1.9	7	-9	1.4	2
Cc1ccc(C2N(C)C(=O)c3ccccc3N2C)cc1 (configuration not stated)	-4	3	29	-6	-1.1	10	-4	-1.1	6
CCNC(=S)N=Nc1c(O)[nH]c2ccc([N+](=O)[O-])cc12	-9	-24	-6	-6	-0.5	5	2	-0.2	0
CCCCN1C(=O)c2ccccc2C1C(=O)NC1CCCC1 (configuration not stated)	-1	-7	-5	1	-0.1	-13	2	-0.3	1
COc1ccc(CCNC(=O)c2cc(-c3ccc(C)cc3)nc3n[nH]c(-c4ccccc4)c23)cc1OC	48*	-14	·	1	0.3	9	6	·	3
CCOC(=O)C1CCCN(C2=NC(=O)/C(=C/c3ccc(O)c(OCC)c3)S2)C1 (configuration not stated)	-1	29	6	-6	5.0	-1	-10	-1.4	6
COc1ccc(CC2=C(O)c3ccccc3C(=O)C2=O)cc1	8	-9	-6	3	-0.1	7	7	-0.1	2
Cc1ccc2oc(=O)c3cnn(CC(=O)N4CCCc5ccccc54)c3c2c1	1	7	-29	1	-0.4	18	6	0.4	3
COc1cc(CCC(=O)OCC(=O)Nc2nc(C)c(Cl)cc2Cl)cc(OC)c1OC	1	-8	-11	-1	-0.5	-3	0	-0.9	2
C/C(=C\c1ccccc1)CN1CCC(C(=O)N2CCCCC2)CC1	-1	2	·	-1	0.0	-1	·	·	6
COc1ccc2occ(C(=O)c3coc4ccc(O)c(CN(C)C)c34)c2c1	-4	8	-2	-4	0.0	-13	3	0.9	1
CCC(C)(C)n1nnnc1CN1CCC(NC(=O)c2ccc(Br)cc2)CC1	3	-5	7	-8	-0.5	-20	-17	0.0	3
O=Cc1[nH]c2ccccc2c1N(C(=O)CCl)c1ccc([N+](=O)[O-])cc1	10	-11	-20	3	2.6	-1	5	1.8	18
O=C1CC(NCCN2CCOCC2)C(=O)N1Cc1ccc(N2CCCC2=O)cc1 (configuration not stated)	0	8	15	-1	-0.3	20	0	0.3	-1
C=CCOc1c(CNc2ccc(C(=O)O)cc2)cccc1OCC	-6	-19	22	1	1.1	8	-4	0.3	1
Cc1c(CN2CCC(n3nccc3NC(=O)CCc3ccccc3)CC2)cnn1C	-2	0	10	-1	1.4	-14	1	-0.3	4
O=C(O)CCC(=O)N1CCN(c2ccccn2)CC1	-3	·	-3	-4	0.1	20	-12	17	1
Cc1ccc(CNC(=O)Cn2ccc3ccccc3c2=O)o1	0	-3	-22	2	0.2	-1	5	0.3	0
Cc1ccc(NC(=O)CCC(=O)N2CCOc3ccccc32)c(Cl)c1	5&17	1&-16	-5	2&0	-1.0&-0.1	-20&-5	-16&3	0.5&0.7	-1&1
COc1cc(C(=O)NCc2ccco2)cc(OC)c1OC	2	0	18	-2	-0.6	-26	9	-0.2	3
CC(=O)c1c(C)[nH]c(C(=O)OCC(=O)N(C)c2c(N)n(Cc3ccccc3)c(=O)[nH]c2=O)c1C	-9	-6	3	-5	-0.3	15	0	-1.1	-1
CCN1CCN(C(=O)c2ccc(-c3nc4ccccc4s3)s2)CC1	0	5	2	-6	0.0	-5	-3	0.2	2
O=C(NNC(=O)c1n[nH]c2ccccc12)c1ccccc1	49*	6	-23	2	0.1	-6	-2	2.2	5
O=C(Nc1ccc(Br)cn1)c1ccc(Br)s1	2	-8	-18	-5	0.2	-4	-24	0.6	1
COc1cccc(-c2cc(CC3(O)CCN(CCCc4ccccc4)CC3)on2)c1	1	-1	27	-4	0.7	4	-27	7.3	24
COc1ccc(C(=O)NCCN2CCOCC2)c(OC)c1OC	3	2	-11	7	0.2	-7	4	0.5	0
O=C(c1cc(-c2ccccc2)nc2ccccc12)N1CCN(c2ccccc2O)CC1	-12	-4	-15	-1	0.2	-9	6	-1.3	1
Cc1c(CC(C)C)nc(N)c(C#N)c1-c1ccccc1	-17	4	-17	5	0.6	-1	19	-1.5	2
CC(C)c1cnc2c(c1SCC(=O)NC(C)(C)C)c(=O)n(C)c(=O)n2C	-2	-6	·	1	-0.2	10	7	0.5	-1
Cc1cccc(NC(=O)c2cnc3sccn3c2=O)c1	0	·	1	-6	1.1	19	-2	0.2	2
CCOc1ccc(C(=O)c2cn(Cc3ccc(OC)cc3)c3cc(OC)c(OC)cc3c2=O)cc1	2	-10	·	-4	-0.8	-7	8	-2.5	9
CN(c1ccccc1C(=O)Nc1ccc2c(c1)OCCO2)S(C)(=O)=O	-2	0	-17	-5	0.4	-19	-7	0.1	1
O=S(=O)(c1cc(F)ccc1F)N1CCN(c2ccccn2)CC1	6	6	4	0	-0.2	-52*	-4	-0.3	0
O=C(O)C/C=C(\NC(=O)OCc1ccccc1)C(=O)OCc1ccccc1	11	8	0	-1	-0.8	5	6	-1.2	1
COc1ccc(-c2nc3sc(CCNC(=O)C(=O)Nc4ccc(C)cc4C)c(C)n3n2)cc1	-2	3	·	-1	-0.4	·	·	0.0	-1
C=CCn1c(C)cc(C(=O)COc2nncc3ccccc23)c1C	3	-1	9	-1	-1.1	-5	15	0.9	10
Cc1cccc(/C(N)=N/OC(=O)CCc2ccccc2)c1	0	6	-11	2	0.0	-2	4	-0.6	1
Cc1cccc(NC(=O)CS(=O)CC(=O)Nc2cnc3ccccc3c2)c1C (configuration not stated)	3	?	-16	1	-0.1	-1	-1	0.5	7
CC1CCN(S(=O)(=O)c2cccc(C(=O)Nc3ccccc3)c2)CC1	2	-11	-3	1	0.1	10	-9	-0.3	2
COc1ccc(C(=O)C2CCCN(C(=O)C3CCOCC3)C2)cc1OC (configuration not stated)	-9	0	-6	-3	0.4	-19	3	-0.4	2
CCc1ccc(C2c3c(-c4ccccc4O)n[nH]c3C(=O)N2Cc2cccnc2)cc1 (configuration not stated)	-1	-27	·	5	-0.9	11	5	1.6	0
COc1ccccc1NS(=O)(=O)c1ccc(Cl)c(NC(=O)C(C)N2C(=O)c3ccccc3C2=O)c1 (configuration not stated)	-1	-4	-12	1	-0.1	-12	-9	0.5	2
CC(C)c1nnc(NC(=O)CSc2nnc(NC(=O)c3c(F)cccc3F)s2)s1	-1	5	-2	3	0.4	-2	0	-0.8	-1
CCOc1cc(C(Nc2cc(C)ccn2)c2ccc3cccnc3c2O)ccc1OC (configuration not stated)	41*	9	·	-4	-0.9	-6	4	-0.6	5
Cc1cc(SCc2ccc(C(F)(F)F)cc2)nc(=O)[nH]1	-6	6	-10	1	-0.3	-11	-2	-0.3	0
N#Cc1ccccc1COC(=O)CCC(=O)c1cccs1	-2	4	5	-5	0.2	8	-7	-0.1	1
C=CCN1C(=O)c2ccccc2NC1c1ccc(Br)s1 (configuration not stated)	-1	-11	-2	-4	-0.3	-6	-9	0.4	3
N=c1c2ccccc2nnn1-c1ccc(C(F)(F)F)cc1	-4	-5	-5	0	-1.5	-25	10	-0.4	4
C#CCOC(=O)CCC(=O)Nc1cc(OC)nc(OC)n1	-6	·	-5	-2	0.5	6	10	-0.6	2
COc1ccc(-n2c(SCc3cccnc3)nc3c(c2=O)SCC3)cc1OC	-2	4	17	1	-0.2	1	2	-0.9	4
O=S(=O)(c1ccc(Cl)cc1)N1CCN(C(=S)Nc2ccccc2F)CC1	3	13	3	12	0.8	-18	-3	0.4	12
COc1ccc(CC(=O)Nc2sc3c(c2C(=O)Nc2cccc(Cl)c2)CCCCC3)cc1	13	-20	·	4	-1.0	8	0	-1.4	0
CCN1CCN(Cc2cccc(Oc3ccccc3)c2)CC1	-1	9	-16	-3	0.2	-2	-20	-0.8	8
COC(=O)CCCC(=O)N1CCCC(CNS(=O)(=O)c2ccc(OC)cc2)C1 (configuration not stated)	9	-4	18	1	-0.9	7	2	0.6	2
CCSc1nc(O)cc(=O)n1CC	-1	-6	18	-2	0.3	-11	-7	0.9	4

Sorted by number of heavy atoms (low to high): part of the list above
SMILES	TRHR PAM	RXFP1 antagonist	D2 antagonist	D1 potentiator	TRHR agonist	D1 antag	D2 PAM	D2 ag	D1 agonist
CCSc1nc(O)cc(=O)n1CC	-1	-6	18	-2	0.3	-11	-7	0.9	4
C=CCN1C(=O)c2ccccc2NC1c1ccc(Br)s1 (configuration not stated)	-1	-11	-2	-4	-0.3	-6	-9	0.4	3
C#CCOC(=O)CCC(=O)Nc1cc(OC)nc(OC)n1	-6	·	-5	-2	0.5	6	10	-0.6	2
CCN1CCN(Cc2cccc(Oc3ccccc3)c2)CC1	-1	9	-16	-3	0.2	-2	-20	-0.8	8
COc1ccc(C(=O)C2CCCN(C(=O)C3CCOCC3)C2)cc1OC (configuration not stated)	-9	0	-6	-3	0.4	-19	3	-0.4	2
COC(=O)CCCC(=O)N1CCCC(CNS(=O)(=O)c2ccc(OC)cc2)C1 (configuration not stated)	9	-4	18	1	-0.9	7	2	0.6	2
CC(C)c1nnc(NC(=O)CSc2nnc(NC(=O)c3c(F)cccc3F)s2)s1	-1	5	-2	3	0.4	-2	0	-0.8	-1
CCOc1cc(C(Nc2cc(C)ccn2)c2ccc3cccnc3c2O)ccc1OC (configuration not stated)	41*	9	·	-4	-0.9	-6	4	-0.6	5
COc1ccc(CC(=O)Nc2sc3c(c2C(=O)Nc2cccc(Cl)c2)CCCCC3)cc1	13	-20	·	4	-1.0	8	0	-1.4	0
COc1ccccc1NS(=O)(=O)c1ccc(Cl)c(NC(=O)C(C)N2C(=O)c3ccccc3C2=O)c1 (configuration not stated)	-1	-4	-12	1	-0.1	-12	-9	0.5	2

Screens deposited in PubChem by National Center for Advancing Translational Sciences (NCATS).

Rows are unselected (roughly 7.1% active in at least one column).
